# FEN1 inh = blocks human flap endonuclease 1; P39748; Recombinant FEN1 flap cleavage, fluorescence, 15 min; Potency, µM (top dose mostly 114 µM), inactives show top-dose activity change, negative = inhibition, most hits filed as inhibitors; 390,000 compounds, 0.35% hits; AID 588795; note: nearly all actives have a fitted effect of over 65% in size
# Target sequence (P39748 whole entry, looked up): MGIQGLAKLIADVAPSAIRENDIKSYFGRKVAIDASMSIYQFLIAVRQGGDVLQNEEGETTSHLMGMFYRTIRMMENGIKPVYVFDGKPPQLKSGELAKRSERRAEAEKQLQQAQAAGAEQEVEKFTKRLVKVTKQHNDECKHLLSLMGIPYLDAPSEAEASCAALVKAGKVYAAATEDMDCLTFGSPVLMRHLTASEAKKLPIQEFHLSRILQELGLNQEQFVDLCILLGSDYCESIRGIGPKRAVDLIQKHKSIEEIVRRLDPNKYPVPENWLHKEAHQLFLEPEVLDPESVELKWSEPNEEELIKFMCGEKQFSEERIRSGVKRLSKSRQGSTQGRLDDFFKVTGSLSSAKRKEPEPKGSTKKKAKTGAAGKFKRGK
#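 Quantitative HTS format: each compound was titrated, incubated with 10 nM nuclease for 15 min at room temperature, then challenged with flap substrate at 50 nM final. Signal change over 15 min gave concentration–effect curves.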
# N370S GC = N370S glucocerebrosidase modulation, Gaucher chaperone candidate. Potency, µM (top dose mostly 59.4 µM), for inactives: at the highest dose activity change, negative = inhibition, usual class: inhibitors. P04062. 330,000 compounds, 0.092% hits. N370S GC spleen homogenate, 4MU-glucoside fluorescence. AID 2101;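 note: 0% = full enzyme activity and -100% = no enzyme basal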
# TDP1 inh = inhibitors of human tyrosyl-DNA phosphodiesterase TDP1; recombinant TDP1, AlphaScreen DNA substrate cleavage; Potency, µM (doses to about 130 µM), inactives show at the highest dose activity change, negative = inhibition, hits mostly inhibitors; Q9NUW8; 350,000 compounds, 0.28% hits; note: nearly all actives have a fitted effect of over 40% in size
# Target sequence (Q9NUW8 whole entry, looked up): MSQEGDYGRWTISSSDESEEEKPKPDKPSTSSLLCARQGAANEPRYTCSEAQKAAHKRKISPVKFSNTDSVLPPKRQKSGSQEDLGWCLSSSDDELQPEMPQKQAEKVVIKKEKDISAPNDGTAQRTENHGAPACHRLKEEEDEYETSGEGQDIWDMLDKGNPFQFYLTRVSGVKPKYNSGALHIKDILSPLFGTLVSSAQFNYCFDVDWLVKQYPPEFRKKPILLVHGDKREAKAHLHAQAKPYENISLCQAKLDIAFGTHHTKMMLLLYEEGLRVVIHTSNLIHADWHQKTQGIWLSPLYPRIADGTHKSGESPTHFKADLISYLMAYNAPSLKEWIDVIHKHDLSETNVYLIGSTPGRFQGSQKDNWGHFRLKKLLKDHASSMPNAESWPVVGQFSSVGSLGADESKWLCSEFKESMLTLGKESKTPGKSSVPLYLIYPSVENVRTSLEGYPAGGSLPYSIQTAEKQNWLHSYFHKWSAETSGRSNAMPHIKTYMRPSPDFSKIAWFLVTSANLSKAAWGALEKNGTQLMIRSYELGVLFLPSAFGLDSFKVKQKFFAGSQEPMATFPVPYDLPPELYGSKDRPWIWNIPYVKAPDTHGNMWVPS
#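 Tdp1 1 nM final; 15 min RT w/ cpd; substrate 15 nM, 5 min; beads 10 ug/ml, 10 min; AlphaScreen read. Neg ctrl: no enzyme.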
# * = called active by the depositor; ? = inconclusive; . = no result given; & = joins results of further samples; [ ] = dose if it differs, or a comment. Calls come from the whole dose curve; as a rule, active = well fitted curve in the direction sought with a large enough effect; inconclusive = small, poorly fitted or top-dose-only effect, or another doubt; inactive = no such curve, though single readings can be large; an effect the other way counts as inactive or inconclusive. Unless noted, % is set by controls: 0 for no effect and ±100 for the full control effect; potency is the fitted concentration of half-maximal effect.
# Every second line gives: FEN1 inh | N370S GC | TDP1 inh
- O=C(Nc1cc(=O)[nH]c2ncnn12)c1ccccc1F
    -5% | -3% | 11%
- CC(=O)N1CCC(C(=O)Nc2ccc(S(=O)(=O)N3CCCC(C)C3)cc2)CC1 (stereo not given)
    5% | -13% | .
- Cc1cc(C)n(/N=C/c2ccc(C(C)C)cc2)c(=O)c1C#N
    -10% | 10% | 4%
- O=C(NN=C1CCCC1)c1ccccc1O
    5% | -6% | -5%
- CCNc1nc2c(c(=O)n(C)c(=O)n2C)n1Cc1ccc(Cl)cc1
    -6% | -4% | .
- Cc1cccnc1Nc1ncnc(N)c1[N+](=O)[O-]
    4% | -4% | 4%
- CCOc1ccccc1OCCCC(=O)ON=C(N)c1ccccc1
    15% | . | ?
- CC1(OC(=O)C2CCCC2)C(=O)C=C2C=C(c3ccsc3)N(CCCCO)C=C2C1=O (stereo not given)
    15% | 0%[12.8 µM] | 9%[21 µM]
- CCOC(=O)c1cc(-c2ccc(OC)cc2)n(CCC(=O)NCCc2ccccc2)c1C
    -15% | . | 9%
- Cc1cc(C)nc(/N=C(\N)Nc2ccc(CC(=O)OC(C)C)cc2)n1
    -14% | 1% | .
- CC(C)c1nc2sc3c(NCc4ccco4)ncnc3c2c2c1COC(C)(C)C2
    -2% | 10% | 2%
- CCCn1cc(S(=O)(=O)c2cccc(Cl)c2)c(=O)c2cc(F)c(N3CCOCC3)cc21
    8% | . | 7%
- COc1ccc(/C=N/c2nc3ccccc3n2C)cc1OC
    -16% | 3% | 3%
- Cc1cc(C)cc(NC(=O)CSc2nc3c(c(=O)n2C)SC(C)C3)c1 (stereo not given)
    -3% | 10% | 5%
- COc1ccc(C2CC(c3cccc(C)c3)n3nc(N)nc3N2)cc1 (stereo not given)
    -18% | 11% | -11%

# Carrying on:
# Every second line gives: FEN1 inh | N370S GC | TDP1 inh
- COc1ccc(S(=O)(=O)N2CCOCC2)cc1NC(=O)CN1CCCCCC1
    5% | -2% | -2%
- CCOc1ccc(CCNC(=O)CCc2cn(Cc3ccc(F)cc3)c3ccccc23)cc1
    -9% | . | 5%
- CCOc1cc(/C=N/NC(=O)c2nn(C)cc2Br)ccc1OCc1ccccc1Cl
    5% | -1% | 0%
- CCOc1ccc(C(=O)Cn2cnc3ccccc3c2=O)cc1
    -3% | 1% | .
- COCCCn1c(-c2ccco2)nc2ccccc2c1=O
    5% | 10% | 5%
- COc1ccc(OC)c(Nc2cc(C(=O)NCc3ccccc3)c3ccccc3n2)c1
    6% | . | 0%
- COc1ccc(C(CNC(=O)c2cc(S(=O)(=O)N3CCCC3)ccc2Cl)N2CCCC2)cc1 (stereo not given)
    0% | . | 2%
- COc1cc(CN2CCC(Cc3ccccc3)CC2)cc([N+](=O)[O-])c1O
    2% | -17% | .
- CCC1CCCCN1S(=O)(=O)c1ccc(N2CCCCS2(=O)=O)cc1 (stereo not given)
    -7% | . | -1%
- O=C(/C=C/c1ccccc1)c1c[nH]c2ccccc12
    16% | 0% | .
- CC(=O)CSc1ncnc2sc3c(c12)CCC3
    4% | 2% | -5%
- Cc1ccc(CNC(=O)c2cc(-c3cc(C)cc(C)c3O)n[nH]2)cc1
    12% | 9% | 7%
- CCCOc1ccc(Cn2c(=O)sc3ccccc32)cc1
    1% | . | -15%
- Cc1c(C(=O)N2CCC(C)CC2)c(S(=O)(=O)N(Cc2ccccc2)C(C)(C)C)c(C)n1C
    13% | . | 1%
- CCOC(=O)[C@H]1[C@H]2COc3cc(OC)ccc3[C@@H]2N2C(=O)N(c3ccc(Cl)cc3)C(=O)[C@@]12C
    -9% | 4% | .

# The list goes on:
# Every second line gives: FEN1 inh | N370S GC | TDP1 inh
- O=S1(=O)NC(=NCC(c2ccco2)N2CCCCC2)c2ccccc21 (stereo not given)
    14% | -13% | 0%
- O=C(CCl)Nc1cccc(CP(=O)(c2ccccc2)c2ccccc2)c1
    12% | -19% | 5%
- CNc1snc(C)c1C(=O)OC(C)C(=O)Nc1cccc(OC)c1 (stereo not given)
    11% | . | -3%[56.1 µM]
- COCCNC(=O)CSc1ccccc1C(=O)NC1CCSc2ccccc21 (stereo not given)
    -13% | 3% | .
- NS(=O)(=O)c1ccc2ccccc2c1
    10% | 3% | 3%
- Cc1cc(C)n(-c2cc(N3CCN(C(=O)c4cccc(Br)c4)CC3)ccc2[N+](=O)[O-])n1
    -4% | -18% | 8%
- COc1cccc(NC(=O)C(Sc2nc3ccccc3c(=O)n2CC(C)C)c2ccccc2)c1 (stereo not given)
    -10% | 11% | 5%
- CC(C)Oc1ccc(CC2CC(=O)NC2=O)cc1 (stereo not given)
    -3% | 0% | 6%
- COc1cc(Cl)c(C)cc1NC(=O)Cn1c(C)c2cnn(-c3ccccc3)c(=O)c2c1C
    -13% | . | 3%
- Cc1ccc(/C=N/NC(=O)c2cc(-c3ccncc3)nc3ccccc23)o1
    -20% | -5% | 6%
- COc1cc(S(=O)(=O)N2CCC(N3CCCCC3)CC2)ccc1-n1cnnn1
    8% | -3% | 6%
- CCOc1ccc(Nc2nc3cc(Cl)c(Cl)cc3nc2-n2nc(C)cc2C)cc1
    16% | . | -5%
- O=C(COc1ccc(Br)cc1Br)Nc1ccc(S(=O)(=O)Nc2ncccn2)cc1
    -2% | . | 5%
- O=C(COC(=O)CNC(=O)c1cccc([N+](=O)[O-])c1)Nc1nc2ccccc2s1
    -6% | 0% | 8%
- Cc1ccc(NC(=O)Cn2nnc(C(=O)NCc3cccs3)c2N)cc1F
    -1% | -16% | -3%

# Next structures.
# Every second line gives: FEN1 inh | N370S GC | TDP1 inh
- CCc1cccc2nc3c(c([Si](C)(C)C)c12)Cn1c-3cccc1=O
    . | ? | 3%
- C=CCNC(=O)CSc1ccc(Cl)cc1
    1% | 0% | 3%
- CC1CCN(C(=O)COC(=O)c2ccccc2NC(=O)c2ccco2)CC1
    16% | 4% | -3%
- O=C(CSc1nnc(C2CC2)n1-c1ccccc1)NCc1ccco1
    -12% | 5% | 1%
- COC(=O)Cn1c(C)nc2c(sc3nc(C)cc(C)c32)c1=O
    7% | -1% | 4%
- C=C1CC[C@H](O)C/C1=C/C=C1\CCC[C@]2(C)[C@@H]([C@H](C)CC[C@@H](O)C(C)(C)O)CC[C@@H]12
    . | -16% | 6%
- Cc1cccc(/C=C(\C#N)C(=O)Nc2ccccn2)c1
    -8% | -1% | 7%
- CN1C(=O)CC(Sc2ncccc2C(=O)O)C1=O (stereo not given)
    -2% | 7% | 7%
- Cc1ccccc1Cn1c(SCc2ccc(C(=O)NC(C)c3ccccc3)cc2)nc2ccncc21 (stereo not given)
    -4% | . | 13%
- Cc1ccc(O)cc1
    . | 14%&10% | 3%[56.1 µM]
- CCc1nnc(NC(=O)c2ccc(S(=O)(=O)NC3CCCCC3)cc2)s1
    3% | 1% | 0%
- N#Cc1cccc(NC(=O)Cn2cnc(S(=O)(=O)N3CCCCC3)c2)c1
    -8% | -10% | 1%
- Cc1cccc(NC(=O)CCS(=O)(=O)c2cccc3nonc23)c1C
    11% | 2% | 5%
- CN(c1cccc2cccnc12)S(=O)(=O)c1ccccc1
    -1% | -6%&-8% | 11%
- CCCOP(=O)(c1ccc(N(C)C)cc1)C(O)c1c(Cl)cccc1Cl (stereo not given)
    -1% | 3% | .

# Other entries follow.
# Every second line gives: FEN1 inh | N370S GC | TDP1 inh
- CC(=O)N1CCc2c(sc3nc(SCC(C)C)n(-c4ccc(C)c(Cl)c4)c(=O)c23)C1
    -19% | . | 12%
- C[C@@H](c1ccccc1)N1C(=O)[C@H]2[C@H]3[C@H](O)[C@H](O)C/C(=N/OC[C@@H](O)COCc4ccco4)[C@H]3CC[C@@H]2C1=O
    . | 3%[12.8 µM] | 4%[21 µM]
- CCOc1ccc(N2C(=O)C3=C(C(c4ccc(Cl)cc4)=NCCN3)C2c2cccnc2)cc1 (stereo not given)
    3% | 13% | 5%
- CCSc1ncc(Cl)c(C(=O)Nc2ccc(S(=O)(=O)N3CCCCC3)cc2)n1
    -2% | . | 6%
- COc1ccc(CNC(=O)C(=O)NCC2OCCN2S(=O)(=O)c2ccc(F)cc2)cc1 (stereo not given)
    9% | -12% | 2%
- COc1ccc(-c2cc(C(=O)Nc3cccc(O)c3)no2)cc1
    -1% | -9% | .
- CC1=C(C(=O)OCC2CCCO2)C(c2ccccc2Cl)NC(=O)N1 (stereo not given)
    0% | 1% | 3%
- CCOC(=O)Cn1cc(C(=O)c2cccs2)c2ccccc21
    -3% | 9% | 0%
- COC(=O)c1nn(-c2ccccc2)c(=O)cc1Oc1ccc(Cl)cc1
    2% | -1% | 4%
- CCc1ccc(NC(=O)C2CCN(S(=O)(=O)c3ccc4c(c3)N(C(C)=O)CCO4)CC2)cc1
    -14% | -3% | 7%
- Cc1sc2nc(-c3ccccn3)[nH]c(=O)c2c1-c1ccccc1
    -16% | 5% | -5%
- Cc1ccc(NC(=O)C2Cc3ccccc3C(=O)O2)cc1 (stereo not given)
    0% | 8% | 3%
- Cn1c(SCC(=O)CC(=O)Nc2ccccc2)nnc1-c1ccc(O)cc1
    8% | 14µM* | 3%
- Cc1[nH]n(-c2ccccc2)c(=O)c1C=Nc1ccc(S(=O)(=O)Nc2nccs2)cc1
    2% | 0% | 7%
- CCOC(=O)Cn1ncc(-c2ccccc2)c1N
    4% | -5% | 5%

# One compound at a time, from the list above:
# `C[C@@H](c1ccccc1)N1C(=O)[C@H]2[C@H]3[C@H](O)[C@H](O)C/C(=N/OC[C@@H](O)COCc4ccco4)[C@H]3CC[C@@H]2C1=O` is listed as FEN1 inh: .; N370S GC: 3%[12.8 µM]; TDP1 inh: 4%[21 µM]
# `COC(=O)c1nn(-c2ccccc2)c(=O)cc1Oc1ccc(Cl)cc1` is listed as FEN1 inh: 2%; N370S GC: -1%; TDP1 inh: 4%

# Next structures:
# Every second line gives: FEN1 inh | N370S GC | TDP1 inh
- COCCNC(=O)CSc1ccccc1C(=O)NC1CCCc2ccccc21 (stereo not given)
    -3% | -1% | 0%
- O=C(Nc1cccc(-c2cccc(Cl)c2)c1)C1CCN(C2CCC2)CC1
    -2% | -30% | 2%
- C#CCOCCOCCOCCNc1nc(N2CCN(C(=O)CCCCCCCCCCNC(=O)[C@@H](CCSC)n3cc(CCO)nn3)CC2)nc(N2CCN(C(=O)CCCCCCCCCCNC(=O)[C@H](CCC(=O)O)n3cc(CCCCCN)nn3)CC2)n1
    -23% | -27% | 6%
- COc1ccc(OCCNC(=O)CCCO)cc1
    25% | -12% | 6%
- CO/N=C(/C)CCC(=O)OC[C@@H]1O[C@H](c2ccccc2)C=C[C@@H]1Oc1ccc(OC)cc1
    . | 4%[12.8 µM] | 1%[21 µM]
- Cc1ccc(NC(=O)c2ccccc2[N+](=O)[O-])nc1
    8% | -3% | 8%
- CCCOc1ccccc1/C=C1/C(=O)ON=C1C
    16% | -9% | .
- CCCS(=O)(=O)N1CCC(C(=O)NC2CCCCC2C)CC1 (stereo not given)
    -12% | 23% | -1%
- O=C(CSc1nnc(-c2cccs2)o1)N1CCc2ccccc21
    -3% | 0% | 2%
- Cc1ccc(C)c(N2CCN(C(=O)c3cc4ccccc4oc3=O)CC2)c1
    10% | 10% | 4%
- Cc1cs/c(=N\N=C2CCCCC2)n1Cc1ccco1
    -6% | 2% | 7%
- CC1CCN(S(=O)(=O)c2ccc3c(c2)N(CC(=O)NCc2ccccc2)C(=O)CO3)CC1
    -3% | . | 4%
- COc1ccc(NC(=O)c2ccccc2OCc2c(C)noc2C)cc1OC
    -13% | -4% | 2%
- CCOc1ccccc1C(=O)Nc1cccc(-c2ccc3nncn3n2)c1
    6% | 7% | 0%
- CCOC(=O)CN(C(=O)CSc1nnc(COc2ccc(OC)cc2)n1C)c1ccccc1
    0% | 7% | 5%

# The listing continues.
# Every second line gives: FEN1 inh | N370S GC | TDP1 inh
- O=C1c2ccccc2C(=O)N1CCCn1c(=O)oc2ccccc21
    3% | 2% | 5%
- CCOc1ccc(NC(=O)CN2CCc3ccccc3C2)cc1
    -8% | -3% | 4%
- CCc1cccc(C)c1NS(=O)(=O)c1c(C(=O)N2CCCCCC2)c(C)n(C)c1C
    -5% | . | 8%
- Cc1ccccc1CC1CCN(CCCNC(=O)Nc2ccccc2)CC1
    25% | -11% | .
- O=c1ccc2ccccc2o1
    -1% | 4%&2%&1% | 5%[56.1 µM]
- O=C(COC(=O)c1cn(-c2ccccc2)nc1-c1ccc(F)cc1)Nc1ncc(Cl)cc1Cl
    31%[activator] | 2% | -3%
- CCOc1ccccc1NC(=O)C(NS(=O)(=O)c1ccc2c(c1)CCC(=O)N2)c1ccccc1 (stereo not given)
    -11% | . | 5%
- c1ccc2c(N3CCCCC3)ncnc2c1
    -3% | 6% | 5%
- CCOC(=O)N1C/C(=C\c2ccccc2)C(=O)/C(=C/c2ccccc2)C1
    -2% | -6% | 9%
- CCOc1cc(C)c(Cl)cc1S(=O)(=O)NC1CC(C)(C)NC(C)(C)C1
    -2% | -3% | -1%
- CC1(OC(=O)C2CCCC2)C(=O)C=C2C=C(c3ccsc3)N(CCc3c[nH]c4ccccc34)C=C2C1=O (stereo not given)
    ? | 8%[12.8 µM] | 14%[12.3 µM]
- COC(=O)c1cc2nc(-c3ccc(C)cc3)cc(C(F)(F)F)n2n1
    2% | 5% | 0%
- COc1ccc(-c2csc(Nc3ccccc3)[n+]2Cc2ccccc2)cc1
    -20% | 1% | 5%

# Hits appear at their usual frequency; about 0.57% have a hit in one of these screens.
